NPY-Y1 PAM-ag – NPY-Y1 receptor potentiators or agonists, primary screen, cell-based; NPY-Y1 expressing cells, potentiator/agonist activation; hit rate 0.37% among 220,000; activation, % at 3.6 µM; Neuropeptide Y receptor type 1 (Homo sapiens), P25929; in the data active = activation above about 33%, passing the limit was not always enough;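 also: cells stimulated with NPY at EC10 then isoproterenol at EC100; 0% = low agonist plus stimulus and 100% = saturating agonist plus stimulus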
Target sequence (P25929 whole entry, looked up): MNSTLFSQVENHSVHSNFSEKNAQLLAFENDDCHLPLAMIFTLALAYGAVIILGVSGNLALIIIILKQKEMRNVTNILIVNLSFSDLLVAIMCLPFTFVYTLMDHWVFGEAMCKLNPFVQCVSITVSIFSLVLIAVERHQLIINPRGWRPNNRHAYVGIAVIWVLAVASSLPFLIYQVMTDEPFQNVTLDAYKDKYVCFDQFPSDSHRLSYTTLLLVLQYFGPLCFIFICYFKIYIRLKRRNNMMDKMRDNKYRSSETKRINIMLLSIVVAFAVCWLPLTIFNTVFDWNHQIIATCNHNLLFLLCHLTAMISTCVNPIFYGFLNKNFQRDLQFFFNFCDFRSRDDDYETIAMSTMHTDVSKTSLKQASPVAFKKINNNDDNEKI
zfTRPN1 agonist – zebrafish TRPN1 channel agonists, primary screen, cell-based, HEK293, calcium fluorescence; HEK293 zebrafish TRPN1-YFP, Fluo-8 calcium fluorescence; 100% = response to 87 µM carbachol; activation, % at 3 µM; hit rate 0.18% among 220,000; AID 1424, 2008;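 active = activation above its plate's cutoff, the mean activation of test wells on that plate plus 3 SD, cut at about 19% in these data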;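 also: 0% = DMSO alone and 100% = 87 µM carbachol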
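Material – zebrafish TRPN1-YFP in HEK293 cells · Doses – 3 µM single point · Schedule – dye 1 h 37 °C plus 30 min RT · Signal – Fluo-8 calcium fluorescence, excitation 470-495 nm, emission 515-575 nm · Read-out – % activation versus carbachol response · Control set – carbachol high, DMSO low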
TRPML3 agonist – human TRPML3 channel agonists, primary screen, cell-based, HEK293 TRPML3-YFP, Fluo-8 calcium fluorescence, 3 µM; Mucolipin-3 (Homo sapiens), Q8TDD5; 100% = the carbachol control signal; activation, % at 3 µM; hit rate 0.29% among 220,000; AID 1448, 2008;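 active = activation above its plate's cutoff, the mean activation of the plate's test wells plus 3 SD, cut at about 12% in these data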;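 also: 0% = DMSO only wells and 100% = carbachol wells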
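Test system: HEK293 cells stably carrying human TRPML3-YFP; Doses: single dose, 3 µM final nominal compound, 0.3% DMSO final; Schedule: dye loading 1 h 37 °C then 30 min ambient, 125 s read; Technique: Fluo-8 calcium fluorescence; Benchmarks: high control carbachol 87 µM, low control DMSO.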
14-3-3 Bad PPI – inhibitors of 14-3-3 zeta/Bad binding, primary screen, biochemical, TR-FRET, bovine 14-3-3 zeta | AID 781, 2007 | inhibition, % at 21.7 µM | hit rate 0.71% among 220,000 | TR-FRET 14-3-3zeta/Dy647-pBad peptide displacement, 1 h | 14-3-3 protein zeta/delta (Bos taurus), P63103;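 active = inhibition above about 70%, limit read from the data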;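 also: 0% = full 14-3-3 plus peptide FRET controls and 100% = background without 14-3-3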
Target sequence (P63103 whole entry, looked up): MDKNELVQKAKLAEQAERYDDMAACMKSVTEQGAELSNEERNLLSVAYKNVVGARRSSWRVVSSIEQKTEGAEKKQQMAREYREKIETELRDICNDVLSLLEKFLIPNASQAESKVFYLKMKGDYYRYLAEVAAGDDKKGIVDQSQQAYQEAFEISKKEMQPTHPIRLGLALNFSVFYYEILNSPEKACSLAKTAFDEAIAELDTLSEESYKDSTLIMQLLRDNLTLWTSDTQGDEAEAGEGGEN
EP2 antag – human EP2 receptor antagonists, primary screen, TR-FRET cAMP, C6 glioma cells. C6 glioma cells expressing human EP2; cells stimulated with saturating PGE2. inhibition, % at 25 µM. hit rate 0.52% among 260,000;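 active = percent inhibition above 40 after rounding to a whole number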;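 also: rat C6 glioma host cells with rolipram phosphodiesterase inhibitor present; the protocol text gives 20 µM as final concentration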
Target sequence (P43116 whole entry, looked up): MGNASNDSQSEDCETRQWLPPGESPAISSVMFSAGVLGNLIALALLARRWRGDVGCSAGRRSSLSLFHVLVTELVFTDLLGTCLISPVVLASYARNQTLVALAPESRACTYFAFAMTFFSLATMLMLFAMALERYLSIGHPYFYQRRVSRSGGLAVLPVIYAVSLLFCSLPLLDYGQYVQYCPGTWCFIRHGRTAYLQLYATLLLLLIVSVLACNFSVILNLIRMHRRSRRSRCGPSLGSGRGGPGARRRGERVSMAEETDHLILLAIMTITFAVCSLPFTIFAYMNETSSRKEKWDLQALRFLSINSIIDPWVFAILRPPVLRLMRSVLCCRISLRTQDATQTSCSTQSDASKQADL
NPY-Y1 antag – NPY-Y1 receptor antagonists, primary screen, cell-based | hit rate 1% among 200,000 | inhibition, % at 3.6 µM | HEK293-CNG Y1 cells, membrane potential fluorescence; NPY at EC95, then isoproterenol;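 active = inhibition above the campaign mean inhibition of all tested compounds plus 3 SD, cut at about 20% in these data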;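 also: 0% = DMSO wells given NPY plus isoproterenol and 100% = isoproterenol alone without NPY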
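Test system – HEK293 Y1/CNG channel cell line · Also added – NPY agonist 25 nM, then isoproterenol 1 µM plus Ro 20-1724 25 µM · Compound dosing – one concentration, 3.6 µM, in 0.4% DMSO · Schedule – compound incubation 1 h at room temperature, readout 45 min post-stimulation · Technique – fluorescence, membrane potential probe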
EP2 modulator – EP2 receptor modulators, cAMP readout, primary screen, cell-based, HTRF cAMP, PGE2 stimulation. Prostaglandin E2 receptor EP2 subtype (Homo sapiens), P43116. EP2-expressing cells, cAMP HTRF FRET, PGE2 co-stimulation. induction, % at 25 µM. hit rate 0.83% among 260,000. AID 940, 2007;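 active = compounds whose cAMP rise, as percent of the full-agonist control response, exceeds 60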;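 also: rat C6 glioma line stably carrying human EP2 under a CMV promoter; the protocol text gives 20 µM as final concentration; 100% = response of wells given 1 µM PGE2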
PPC-1+TRAIL kill – compounds killing PPC-1 cancer cells with TRAIL present, primary screen, TRAIL potentiator project, ATPLite luminescence, uHTS | hit rate 0.41% among 220,000 | PPC-1 cells + TRAIL, ATPLite viability luminescence | cell killing (% activity), % at 4 µM;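 active = cell killing above 50% in the first pass at 4 µM, then a duplicate retest at 5 µM averaging 50% or more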;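 also: plate controls were cells with TRAIL plus DMSO for no effect and medium-only wells lacking cells for full effect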
CHOP inhibitor – inhibitors of CHOP promoter induction, primary screen, cell-based, unfolded protein response, luciferase reporter; CHO-K1 CHOP-promoter luciferase, tunicamycin-induced, 15-18 h; inhibition, % at 10 µM; hit rate 3.8% among 220,000; AID 2732, 2010;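 active = compounds that reduced the stress-induced luciferase reporter signal by more than about 70% of percent inhibition, limit read from the data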;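 also: 0% = tunicamycin plus vehicle and 100% = wells without tunicamycin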
The depositor's hits bear a star; · = not tested or not shown; & = joins results of further samples; [ ] = another dose, or the depositor's remark.

SMILES | NPY-Y1 PAM-ag | zfTRPN1 agonist | TRPML3 agonist | 14-3-3 Bad PPI | EP2 antag | NPY-Y1 antag | EP2 modulator | PPC-1+TRAIL kill | CHOP inhibitor
CCC(CC)C(=O)N1CCN(Cc2ccc3c(c2)OCO3)CC1 | 5.7 | -1.0 | 0.5 | 2.0 | 9.9 | -1.6 | -14.6 | 8.1 | 8.2
Nc1nnc(N2CCCCC2)s1 | 0.9 | -0.3 | 0.4 | -15.1 | 5.5 | -3.8 | 5.6 | · | 17.5
CCOc1ccccc1NC(=O)NC1(C(=O)N2CCOCC2)CCCCC1 | -7.9 | -0.4 | 0.1 | -7.8 | 13.8 | -3.4 | -7.3 | -3.6 | -3.4
Cc1nn(Cc2ccccc2)c(C)c1N | -5.2 | 0.3 | -0.3 | 17.0[fluorescence artefact?] | 10.1 | 5.3 | 0.7 | 21.9 | -7.7
Cc1ccc(SCC(=O)NC(C)(C)C)cc1 | 5.3 | 0.3 | 0.7 | 1.6 | 5.8 | -0.3 | 3.1 | 23.4 | -51.5
COc1ccc(/C=C/C(=O)N(Cc2ccccc2)c2ccccn2)cc1OC | 18.2 | -1.8 | -0.9 | -3.5 | 5.5 | 8.5 | 3.2 | 11.8 | 12.7
C(=N\N1CCN(C2c3ccccc3-c3ccccc32)CC1)/c1cccs1 | 6.2 | -0.1 | -0.1 | -7.3 | 6.3 | -5.7 | 33.9 | 0.8 | 20.2
O=C(N/N=C/c1cccc([N+](=O)[O-])c1)C1CC(=O)N(c2ccc(Br)cc2)C1 (configuration not stated) | -9.7 | 0.4 | 0.6 | -9.3 | 18.6 | -2.5 | -17.4 | 11.2 | 39.9
COCCOC(=O)C1=C(C)NC(=O)NC1c1c(Cl)nc2c(C)cccn2c1=O (configuration not stated) | 14.3 | 0.6 | 0.8 | 5.3[fluorescence artefact?] | 5.4 | 6.9 | 18.6 | 13.1 | 11.4
CC(=O)Nc1ccc(C(=O)NNC(=O)c2cccs2)cc1 | 3.4 | -0.9 | 0.6 | 9.2[fluorescence artefact?] | 8.8&5.4 | 2.9 | -1.8&-20.9 | -15.7 | -19.5
CC(C)c1nc2ccc(NC(=O)C34CC5CC(CC(C5)C3)C4)cc2[nH]1 | -9.1 | 2.6 | 0.7 | 3.1 | 13.6 | 5.7 | -49.6 | 7.4 | -13.1
CCOc1ccc(C(=O)NC(=S)Nc2ccc(N3CCC(C)CC3)cc2)cc1[N+](=O)[O-] | -34.4 | -1.0 | 0.9 | -3.0 | 24.3 | 7.9 | -20.4 | 1.5 | -11.8
COc1cc2c(cc1OC)CN(C(=O)c1sccc1C)CC2 | 6.9 | -0.1 | 0.4 | -5.5 | 11.3 | · | -8.8 | 16.7 | 29.4
CN(C)Cc1c(O)ccc2c3c(c(=O)oc12)CCCCC3 | -2.8 | -0.2 | 0.4 | 7.3 | 0.9 | -0.5 | -6.5 | 22.3 | 53.5
COc1ccc(CCN=C(N)NS(=O)(=O)c2ccc(C)cc2)cc1OC | 2.9 | 0.2 | 0.5 | -2.9 | 10.8 | 9.3 | 9.5 | 7.9 | -7.2
CCCn1c(CN2CCCCC2C)nc2c1c(=O)n(C)c(=O)n2C (configuration not stated) | -6.4 | -0.3 | 0.0 | 8.5[fluorescence artefact?] | 5.7 | 4.6 | 10.8 | 28.5 | 1.1
O=C(Nc1ccccc1Cl)c1ccn[nH]1 | -26.4 | -0.7 | -0.2 | 3.3 | 7.8 | -0.7 | -3.2 | 24.2 | -43.0
Cc1[nH]ncc1N=Cc1ccc([N+](=O)[O-])cc1 | -19.1 | 0.8 | 0.3 | -6.2 | 8.2 | -2.0 | -10.2 | -5.1 | 14.3
CNc1cc([N+](=O)[O-])ccc1OCc1ccccc1 | 7.3 | -0.5 | -0.8 | 3.9 | 5.1 | · | -23.8 | 29.0 | 3.4
COc1ccccc1-c1nnc(SCC(=O)NCc2c(C)c(Cl)cc(C(C)C)c2O)o1 | 8.4 | 0.2 | 0.2 | 0.4[fluorescence artefact?] | · | -6.0 | -2.5 | -5.0 | 74.8*
COc1cc2c(cc1OC)C(C(=O)N1CCN(c3ccccn3)CC1)C(c1cccs1)N(C)C2=O (configuration not stated) | -2.0 | -1.5 | -0.1 | 19.3 | · | -1.7 | 25.7 | 9.9 | 7.4
N/C(Cc1ccc([N+](=O)[O-])cc1)=N\OC(=O)c1ccccc1Br | -1.7 | -0.3 | 0.8 | -14.7 | 11.8 | 0.4 | -17.5 | 3.0 | 50.5
CCOC(=O)CCCCC(=O)c1[nH]c(=O)[nH]c1CSc1nc(C)cc(C)n1 | -9.9 | 0.7 | 0.3 | 5.3 | 5.5 | 6.9 | 21.2 | 18.8 | 5.1
COc1ccc2[nH]c(C)c(CCNC(=S)Nc3ccccc3OC)c2c1 | 17.4 | 0.6 | 0.3 | -8.4 | 6.2 | 2.9 | -76.8 | 11.7 | -3.4
CCC(C)NC(=O)Nc1ccc2c(c1)N(C)C(=O)c1ccccc1S2 (configuration not stated) | 9.6 | 2.0 | 1.8 | 1.2 | 10.8 | 4.1 | -21.5 | -20.0 | 34.0
CNC(=S)N=Nc1c(O)[nH]c2ccccc12 | -6.8 | 0.2 | -0.5 | 9.1 | 8.9 | -0.7 | -34.1 | -14.1 | -10.2
CCOC(=O)c1nn(-c2ccc(Cl)cc2)c2nnc(Cc3ccc(C)cc3)c(=O)n12 | -28.1 | -0.1 | -0.2 | -1.2 | 7.5 | 6.0 | 39.6 | 10.7 | 33.6
Cc1cnc(N2C(=O)c3ccc([N+](=O)[O-])cc3C2=O)s1 | 20.9 | 0.6 | 1.4 | 4.4 | 9.9 | 1.2 | 22.2 | 7.7 | 14.3
CCCn1c(=O)c(C(=O)NCc2ccc(OC)c(OC)c2)c(O)c2ccccc21 | 15.8 | -1.1 | 0.6 | 6.3[fluorescence artefact?] | 9.9&9.6 | -0.8 | 49.9&52.4 | 21.0 | 26.1
S=c1[nH]c(-c2ccccc2)cn1/N=C/c1ccncc1 | -11.1 | 0.8 | 0.7 | 1.1 | 7.2 | · | -21.5 | 9.0 | -7.3
COc1ccc(/C=N/NC(=O)c2cccc(NC(=O)c3ccccc3)c2)c(C(=O)O)c1OC | -3.3 | 1.5 | 0.7 | -4.7 | 3.9 | 1.6 | 23.9 | 15.9 | 23.8
Cc1ccc(NC(=O)Cn2c3ccc(F)cc3c3nc4n(c(=O)c32)CCS4)cc1F | 10.2 | 0.6 | 0.7 | -2.8 | 8.5 | -1.8 | 12.2 | 6.2 | 16.4
COc1ccccc1/C=N\Nc1cc(C)nc(-n2nc(C)cc2C)n1 | 5.7 | -0.8 | -0.2 | 0.1 | 3.9 | -2.4 | -6.9 | 33.8 | 57.5
CCn1c(NC(=O)C(C)C)c2ccccc2nc1=O | 17.3 | -0.8 | 0.1 | 12.2 | 3.9 | -3.8 | -31.5 | 14.9 | -11.7
O=C(Nc1ccc(Cl)c(S(=O)(=O)N2CCOCC2)c1)c1ccc(OCC2CCCO2)cc1 (configuration not stated) | -3.7 | 14.1 | 7.4 | -4.0 | 30.8 | 14.8 | -42.0 | 11.0 | 41.6
O=C(NCc1ccccc1)c1cccc(COc2ccccc2Cl)c1 | -34.4 | -0.5 | -0.4 | -0.4 | · | 12.4 | -25.1 | 7.7 | 7.1
O=C(NCc1ccccc1Cl)c1ccc(Cn2cc(C(F)(F)F)ccc2=O)cc1 | 4.2 | 1.0 | 0.6 | 14.1[fluorescence artefact?] | 4.8 | -6.0 | 11.7 | 8.1 | -14.4
O=C(COC(=O)c1ccc(S(=O)(=O)Nc2ccccc2)cc1)NCc1ccco1 | 24.1 | 2.5 | 2.0 | -7.7 | 3.3 | 3.9 | -38.0 | 7.7 | -0.5
Cc1ccc(C2C3=C(NCCN=C3c3ccccc3)C(=O)N2c2ccccc2)cc1 (configuration not stated) | -3.9 | 1.0 | 0.6 | -7.9 | 17.6 | 3.7 | -13.5 | 6.9 | 11.8
O=S(=O)(NCc1ccccc1)c1ccc(F)cc1Br | · | · | · | -2.5 | 14.6 | · | -12.4 | -8.7 | 32.7
Cc1cc(OCCOCCNC(C)C)cc(C)c1Cl | -29.3 | 1.6 | 0.9 | · | · | 4.2 | -9.3 | 24.6 | 34.8
CCOC(=O)c1cnc(SC2CCc3ccccc3C2=O)nc1N (configuration not stated) | -16.1 | -1.1 | -0.4 | 0.7 | 7.5 | 10.0 | -5.9 | -3.7 | 3.5
CCN(CC)c1ccc(NC(=O)COC(=O)c2cccs2)cc1 | 3.4 | 0.1 | 0.4 | -9.8 | · | 20.7* | -12.8 | 17.6 | -3.9
O=C1N(c2ccccc2)C[C@@H]2C[C@@H](c3cccs3)N3CCC[C@@]123 | 17.3 | -1.7 | 0.1 | -7.9 | 8.3 | -1.9 | 9.4 | 4.3 | 98.2*
COC(=O)c1ccc(CSc2nc3ccccc3c(=O)n2Cc2ccco2)o1 | -36.0 | -1.7 | 0.1 | -2.8 | 9.4 | 11.2 | 27.8 | 17.4 | 63.5
COc1ccc(C2=NOC(C(=O)Nc3cccnc3Cl)C2)cc1 (configuration not stated) | 7.8 | 2.5 | 0.6 | -6.1 | 1.8 | 8.2 | -37.8 | 22.3 | -13.3
O=C(/C=C/c1ccc(F)cc1)Nc1cc(S(=O)(=O)N2CCOCC2)ccc1N1CCCC1 | 1.4 | -0.5 | 0.4 | -5.3[fluorescence artefact?] | 2.6 | -2.4 | 4.0 | 7.0 | 14.0
O=C(CSc1nc2c(cnn2-c2ccc(F)cc2)c(=O)[nH]1)Nc1nccs1 | -15.9 | -0.3 | 0.8 | 6.6 | 5.8 | -1.5 | 14.8 | -17.8 | -13.2
O=C(O)c1ccccc1C(=O)c1ccc(N2CCCC2)c([N+](=O)[O-])c1 | 6.5 | 3.0 | 0.7 | -6.2 | 9.8 | -2.7 | 11.2 | 5.4 | 10.6

Only part of the results is shown (hit frequency here may not be typical).
